CBFb RUNX1 block: qHTS Assay for Compounds Blocking the Interaction Between CBF-beta and RUNX1 for the Treatment of Acute Myeloid Leukemia; Runt-related transcription factor 1 (Homo sapiens) + Core-binding factor subunit beta …; AlphaScreen CBFb-His/RUNX1-biotin binding, biochemical; Potency, µM (titrated, usually from 59.8 µM), without a hit: at the highest dose activity, negative = inhibition, usual class: inhibitors; 230,000 tested, under 10 active; AID 1477, 2009; note: % of control where 0% means no effect
Target sequence (Q01196 whole entry, looked up): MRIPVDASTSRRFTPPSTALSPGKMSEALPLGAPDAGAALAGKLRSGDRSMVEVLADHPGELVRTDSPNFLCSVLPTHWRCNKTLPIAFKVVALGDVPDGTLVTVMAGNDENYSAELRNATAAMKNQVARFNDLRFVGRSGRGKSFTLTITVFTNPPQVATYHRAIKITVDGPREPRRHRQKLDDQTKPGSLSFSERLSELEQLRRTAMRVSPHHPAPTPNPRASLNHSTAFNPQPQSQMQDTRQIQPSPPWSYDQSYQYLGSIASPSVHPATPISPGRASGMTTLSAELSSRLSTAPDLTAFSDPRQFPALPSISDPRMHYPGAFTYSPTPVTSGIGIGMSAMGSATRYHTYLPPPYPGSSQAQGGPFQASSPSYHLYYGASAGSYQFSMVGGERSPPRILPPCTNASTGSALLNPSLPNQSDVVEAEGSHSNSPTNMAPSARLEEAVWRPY
Target sequence (Q13951 whole entry, looked up): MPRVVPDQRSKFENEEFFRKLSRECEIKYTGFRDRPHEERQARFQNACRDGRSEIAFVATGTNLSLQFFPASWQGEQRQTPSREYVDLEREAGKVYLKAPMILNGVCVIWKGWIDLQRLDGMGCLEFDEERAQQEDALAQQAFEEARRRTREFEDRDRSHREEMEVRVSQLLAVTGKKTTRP
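Bead-based AlphaScreen assay; binding partners His-tagged CBF-beta and biotinylated RUNX1 at 30 nM each. Compound exposure 15 min after a 20-min protein preincubation; bead step 90 min; all steps at room temperature.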
GAA glycogen: qHTS Assay for Inhibitors and Activators of Human alpha-Glucosidase Cleavage of Glycogen. AID 2100, 2009. recombinant GAA, glycogen substrate, Amplex Red glucose oxidase fluorescence. Potency, µM (series often up to 76.4 µM), for the others: top-dose activity change, negative = inhibition, actives largely listed as inhibitors. 0.38% of 300,000 active. Lysosomal alpha-glucosidase (Homo sapiens), P10253;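 note: potency is the fitted concentration of half-maximal effect; 0% = full enzyme reaction and -100% = no-enzyme basal signal; the screen sought inhibitors and activators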
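qHTS, 1536-well; enzyme 4 nM final; cpd up to 77 uM; substrate bovine liver glycogen 30 ug; 50 mM citrate/phosphate pH 5.0, 0.01% Tween-20; 37 C, 40 min; Amplex Red detection 45 min RT; Hill fit → AC50.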
GAA inhib: qHTS Assay for Inhibitors of Human alpha-Glucosidase as a Potential Chaperone Treatment of Pompe Disease; purified human GAA, 4-MU-alpha-glucoside fluorescence; 0.005% of 200,000 active; Potency, µM (top dose mostly 76.9 µM), for inactives: top-dose activity change, negative = inhibition, most hits filed as inhibitors;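 note: potency is the fitted concentration of half-maximal effect; plate controls were uninhibited enzyme wells for no effect and no-enzyme background for full effect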
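Human alpha-glucosidase, 4 nM, pre-mixed with test compounds before 400 uM 4-methylumbelliferyl substrate; 20 min room temperature at pH 5.0. Fluorescence read after pH 10 stop; AC50 values from Hill-equation fits.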
LMNA splice mod: qHTS Assay for Modulators of Lamin A Splicing; HeLa LMNA splicing GFP/RFP minigene ratio, 48 h; Potency, µM (doses to about 46.1 µM), without a hit: at the highest dose ratio change, negative = inhibition, usual class: inhibitors; 0.01% of 200,000 active; AID 1487, 2009; active = well fitted inhibition curve with a large enough effect in the signal ratio, with a control signal flat, not every such curve was filed as active; inconclusive = small, poorly fitted or top-dose-only effect, or effect the other way, or a change in a side signal; the % refers to the signal ratio; note: potency is the fitted concentration of half-maximal effect; % is set by controls: 0 for no effect and ±100 for the full control effect
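S3 HeLa stable clones carrying a lamin A-EGFP splicing minigene plus DsRed2 were seeded at 600 cells/well in Opti-MEM with 2% FBS, pin-dosed and incubated 48 h at 37°C. Acumen cytometry (488 nm) gave the GFP/RFP total-intensity ratio.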
HTT ATP protect: qHTS Multiplex Assay to Identify Dual Action Probes in a Cell Model of Huntington: Cytoprotection (ATP); PC12 HTT-Q103 induced, cytoprotection, ATP luminescence, 40 h; Potency, µM (series often up to 56.4 µM), inactives show cytoprotection (ATP increase), most hits filed as activators; 0.14% of 230,000 active;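 note: potency is the fitted concentration of half-maximal effect; % of control where 0% means no effect; nearly all actives have a fitted effect of over 45% in size; toxic huntingtin expression switched on by the ecdysone agonist tebufenozide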
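ATP quantification (ATPlite) reports survival of PC12 cells in which tebufenozide, 100 nM final, switches on Htt exon 1 with 103 glutamines linked to GFP; compounds are titrated.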
HttQ103 aggreg: qHTS Multiplex Assay to Identify Dual Action Probes in a Cell Model of Huntington: Aggregate Formation (GFP). AID 1688, 2009. Potency, µM (series often up to 46.1 µM), without a hit: at the top dose activity change, negative = inhibition, hits mostly inhibitors. PC12 HttQ103-GFP aggregates, Acumen cytometry, 40 h. 1.1% of 220,000 active; note: potency is the fitted concentration of half-maximal effect; % is set by controls: 0 for no effect and ±100 for the full control effect; nearly all actives have a fitted effect of over 60% in size
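Quantitative HTS on tebufenozide-induced (100 nM) PC12 cells stably expressing polyQ103 Huntingtin exon 1–GFP. Reduction of bright GFP aggregates, detected by laser scanning cytometry after lysis, identified actives across the titration.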
GAA spleen mod: qHTS Assay for Inhibitors and Activators of Human alpha-Glucosidase From Spleen Homogenate; human spleen homogenate, 4-MU-alpha-glucoside fluorescence; 0.006% of 240,000 active; AID 2112, 2009; Lysosomal alpha-glucosidase (Homo sapiens), P10253; Potency, µM (top dose mostly 79.9 µM), for the others: top-dose activity change, negative = inhibition, most hits filed as inhibitors;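 note: potency is the fitted concentration of half-maximal effect; 0% = enzyme with vehicle and -100% = no enzyme basal signal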
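AC50 values come from Hill-equation fits of concentration-response data, normalized to no-enzyme and full-activity controls. Enzyme source: 1 ug human spleen homogenate; 1 mM fluorogenic 4-MU glucoside, pH 5.0 citrate buffer, 37 C, 40 min.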
Starred values were filed as active, the others as inactive; ? = inconclusive; . = not tested or not shown; [ ] = dose if it differs, or a comment. Unless noted, calls come from the whole dose curve; as a rule, active = well fitted curve in the direction sought with a large enough effect; inconclusive = small, poorly fitted or top-dose-only effect, or another doubt; inactive = no such curve, though single readings can be large; an effect the other way counts as inactive or inconclusive.

Sample of the layout (2 entries):
compound	CBFb RUNX1 block	GAA glycogen	GAA inhib	LMNA splice mod	HTT ATP protect	HttQ103 aggreg	GAA spleen mod
CC(C)c1nc2sc3c(SCC(=O)NCc4ccco4)ncnc3c2c2c1CCC2	4%	-2%	-1%	15%	-32%[0.074 µM]	?	-4%
COc1ccc(Cl)cc1S(=O)(=O)N1CCN=C1C	-2%	7%	0%	-13%	-2%	-3%	-3%

The listing, from the start:
compound	CBFb RUNX1 block	GAA glycogen	GAA inhib	LMNA splice mod	HTT ATP protect	HttQ103 aggreg	GAA spleen mod
CC(C)c1nc2sc3c(SCC(=O)NCc4ccco4)ncnc3c2c2c1CCC2	4%	-2%	-1%	15%	-32%[0.074 µM]	?	-4%
COc1ccc(Cl)cc1S(=O)(=O)N1CCN=C1C	-2%	7%	0%	-13%	-2%	-3%	-3%
Cc1nn(-c2ccccc2)c(C)c1/C=C/C(=O)OCC(=O)N(C)C1CCS(=O)(=O)C1 (stereo not drawn)	-2%	-8%	8%	17%[46 µM]	-52%[inhibitor][1.9 µM]	8%[9.22 µM]	-11%
O=C(CSc1nc2ccccc2s1)NCCCN1CCOCC1	-4%	-16%	2%	7%	-1%[10 µM]	18%	5%
Cc1ccc(C(C)C)c(OCC(=O)NNC2=CC(=O)CC(C)(C)C2)c1	9%	-23%	.	.	12%[10 µM]	-1%[9.22 µM]	9%
O=C(c1csc(Nc2cccc3ccccc23)n1)N1CCCC1	-15%	?	.	.	20%[10 µM]	-33%[9.22 µM]	3%
C/C(N)=C(/C#N)C(=O)COC(=O)CCSc1ccccc1	21%	3%	-2%	-2%	8%[10 µM]	19%	-5%
CCN=C1S/C(=C\c2ccc(-c3cccc(C(=O)O)c3)o2)C(=O)N1CC	6%	13%	3%	.	12%[10 µM]	1%	2%
COc1ccc(N2CCN(C(=O)CSc3ccc([N+](=O)[O-])cc3)CC2)cc1	-2%	1%	-3%	17%[46 µM]	-10%[10 µM]	-20%	0%
CCOc1ccc(-n2c(SCC(=O)NCc3ccco3)nc3c(c2=O)SCC3)cc1	-6%	4%	-9%	-6%	?	0%	-4%
CSc1nc2oc3c(c2c2nncn12)CC(C)(C)SC3	-28%	-13%	?	14%	-5%	39%	-4%
O=C(O)c1ccc(-n2cccc2/C=N\NC(=O)c2cc3cc(Br)ccc3o2)cc1	?	4%	.	.	-9%[10 µM]	0%[9.22 µM]	0%
N#C/C(=C\c1ccncc1)c1nc2ccccc2c(=O)[nH]1	-9%	-3%	2%	?	-15%	24%	1%
O=c1c2ccccc2nc2c3ccccc3ncn12	3%	-1%	-2%	4%	-28%[10 µM]	3%	9%
COc1ccc(N(CC(=O)NCCSCc2ccco2)S(=O)(=O)c2ccccc2)cc1	4%	-7%	-9%	.	12%[10 µM]	11%[9.22 µM]	3%
O=[N+]([O-])c1ccc(O)c(C=Nc2ccc3nc(-c4ccccc4)[nH]c3c2)c1	4%	-11%	?	?	0%[10 µM]	11%	-6%
COc1cccc(N2CCN(CC(=O)c3c(C)[nH]c4ccccc34)CC2)c1	-7%	16%	1%	?	-7%	11%	-3%
COc1cccc(C(=O)Nc2cc(C)on2)c1OC	-3%	4%	?	.	11%[10 µM]	-5%	-11%
CCc1cccc2sc(NC(=O)c3ccc(N4C(=O)CCC4=O)cc3)nc12	-1%[2.36 µM]	1%	5%	7%	.	-2%	-1%
CC(=O)NC(=S)Nc1ccccc1C(=O)NC1CCCCC1	1%	-1%	1%	?	.	28%	-10%
COC(=O)c1sccc1NC(=O)CN1CCN(c2ccc(F)cc2)CC1	-6%	2%	-5%	?	1%	-2%	-4%
COc1ccc(CNC(=O)CN(c2cc(C)cc(C)c2)S(=O)(=O)c2c(C)noc2C)cc1	4%	9%	-1%[15.4 µM]	-6%	0%	-5%	3%
N#Cc1c(-c2ccc(F)cc2)nc2n(c1=O)CCS2	0%	-1%	0%	3%	6%	-15%	2%
CC(=O)c1cccc(S(=O)(=O)Nc2ccc3nc(C)sc3c2)c1	8%	3%	-2%	.	-67%[inhibitor]	?	-11%
COc1ccc(OC)c(S(N)(=O)=O)c1	1%	4%	1%	13%	-20%[1.9 µM]	13%	-11%
CC1(C)Cc2c(sc(NC(=O)c3ccc(Br)o3)c2C#N)CO1	3%	4%	-3%	-4%	-59%[inhibitor]	-30%	-16%
Cc1ccc(N2C(=O)/C(=C\c3ccco3)SC2=S)cc1	-2%	11%	-3%	?	-12%	2%	-1%
COc1ccc(-c2nc3cncnc3n(-c3ccccc3)c2=O)cc1	.	.	.	-4%	13%	.	0%
O=C(c1n[nH]c(=O)c2ccccc12)N1CCOCC1	5%	2%	-1%	3%	7%	-13%	4%
COC(=O)CCCC1=CC2=C(c3ccccc3)C(=O)C(C)(OC(=O)C3CCCC3)C(=O)C2=CN1Cc1ccccc1 (stereo not drawn)	12%[13.1 µM]	.	.	6%[9.22 µM]	-3%[10 µM]	.	-5%[17.4 µM]
NCCO/C=C/[C@H](N)C(=O)O	.	.	.	?	-16%	38%	.
CCN1C(=O)[C@H]2[C@H]3[C@H](O)[C@H](O)C/C(=N/OCc4ccccc4)[C@H]3CC[C@@H]2C1=O	0%[13.1 µM]	.	.	.	-16%[10 µM]	.	1%[17.4 µM]
CCOc1ccc(S(=O)(=O)N(CC(=O)N/N=C/c2cccs2)c2ccc(C)cc2)cc1	8%	-2%	-2%	?	14%[10 µM]	-12%	-10%
CC(O)[C@H]1CNC(=O)C(=O)N1CC1(c2ccccc2)CC1 (stereo partly drawn)	-4%	2%	.	.	7%[10 µM]	-4%[9.22 µM]	9%
c1cc(C(c2nnnn2C2CCCCC2)N2CCN3CCCC3C2)ccn1 (stereo not drawn)	3%	-3%	3%	1%	16%[10 µM]	6%	-3%
O=C(/C=C/c1c(Cl)nc2ccccn12)N1CCCCC1	9%	-1%	1%	.	-38%	0%	.

2 of these compounds in another layout:
mol: Cc1ccc(N2C(=O)/C(=C\c3ccco3)SC2=S)cc1
  CBFb RUNX1 block: -2%
  GAA glycogen: 11%
  GAA inhib: -3%
  LMNA splice mod: ?
  HTT ATP protect: -12%
  HttQ103 aggreg: 2%
  GAA spleen mod: -1%

mol: COc1ccc(-c2nc3cncnc3n(-c3ccccc3)c2=O)cc1
  CBFb RUNX1 block: .
  GAA glycogen: .
  GAA inhib: .
  LMNA splice mod: -4%
  HTT ATP protect: 13%
  HttQ103 aggreg: .
  GAA spleen mod: 0%

Following part.
Order of values: CBFb RUNX1 block | GAA glycogen | GAA inhib | LMNA splice mod | HTT ATP protect | HttQ103 aggreg | GAA spleen mod
> CCC(C)C(NC(=O)C1CCC(C)CC1)C(=O)NC1CCN(Cc2ccccc2)CC1 (stereo not drawn)
    5% | -14% | . | . | 20%[10 µM] | 1%[9.22 µM] | -6%
> CCCOc1ccc(C2c3c(oc4ccccc4c3=O)C(=O)N2CCCN2CCOCC2)cc1 (stereo not drawn)
    1% | 6% | -1% | 11% | -1% | -13% | 1%
> CC1(C)C(=O)OC(c2ccccc2)C2(CCCC2)C1=O (stereo not drawn)
    -7% | 13% | -15% | -5% | 11% | -3% | 9%
> CCOC(=O)C(NC(=O)NCc1ccccc1)(OCC)C(F)(F)F (stereo not drawn)
    5% | 8% | -8% | ? | 30%[10 µM] | -10% | -5%
> S=C(NC1CC1)NC1CCCc2ccccc21 (stereo not drawn)
    -5% | 1% | 3% | . | -7% | -1% | -12%
> COc1ccccc1N1CCN(Cc2nnnn2CCc2ccccc2)CC1
    18% | -4% | 2% | -10% | -14%[10 µM] | -16% | 3%
> CCOC(=O)Cn1c(=NC(=O)c2nc3ccccc3s2)sc2cc(S(N)(=O)=O)ccc21
    -7% | 14% | ? | 0% | 30%[10 µM] | 10% | -10%
> CCC1=C2CC[C@H]3C(=O)NC(=O)[C@H]3[C@H]2[C@@]2(C)C(=O)N(CC3CC3)C(=O)N2C1=O
    1% | . | . | . | -29% | . | -19%
> CCOc1ccc2[nH]c(=O)c(CN(Cc3ccco3)Cc3nnnn3Cc3ccccc3)cc2c1
    -5% | 7% | -1% | 26% | -53%[inhibitor] | -18% | -7%
> Cn1c2c(c(=O)n(C)c1=O)C(c1cccc(F)c1)C(C#N)=C(N)O2 (stereo not drawn)
    1% | 4% | . | . | 6%[10 µM] | -25%[9.22 µM] | -1%
> CCN1CCCC1CN(Cc1cc2cc(C)ccc2[nH]c1=O)C(=O)Nc1ccccc1OC (stereo not drawn)
    4% | ? | -9% | -5% | 3% | 15% | -11%
> COC(=O)C1=C(C)Nc2nnnn2C1c1ccc(Cl)cc1Cl (stereo not drawn)
    2% | -1% | -17% | -1% | 5% | -2% | -5%

Compounds were not picked by outcome; overall some 1.5% were active at least once.
